Assay outcomes from PubChem.
TRHR PAM: allosteric enhancers of human TRH receptor | P34981 | TRHR cells, fluo-8 calcium fluorescence, EC20 TRH enhancement | enhancement, % at 2 µM | 360,000 compounds, 0.66% hits | AID 493056; in the data active = enhancement above about 30%; also: 0% is about no effect
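TRHR-expressing cells loaded with fluo-8 calcium dye were read kinetically (ex 480/em 530) during compound addition, then stimulated with an EC20 of TRH (10 nM final). Enhancement of the Gq-mediated intracellular calcium response was scored.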
D2 ag: agonists of human D2 dopamine receptor; HEK293 T-REx D2 cells, calcium flux agonist mode; P14416; activation, % at 2 µM; 340,000 compounds, 0.53% hits;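 active = activation over 3 SD above normal in the single-dose calcium agonist read, cut at about 30% in these data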; also: 0% is about no effect
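Agonism scored from kinetic calcium signal (1 read/sec, 180 s) following compound pin transfer, after a 10 s baseline. Cells: HEK293 Trex line expressing inducible D2 receptor coupled to calcium, dye-loaded after overnight culture at 30 C.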
TRHR agonist: activates the human TRH receptor | P34981 | 360,000 compounds, 0.18% hits | activation, % at 2 µM | TRHR cells, calcium flux fluo-8, FDSS agonist mode; in the data active = activation above about 30%; also: 0% is about no effect
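TRHR-expressing cells loaded with fluo-8 calcium dye; 23 nL library compound pin-transferred, kinetic FDSS fluorescence (Ex 480/Em 530) recorded about 180 s for agonist-induced calcium release, before a 10 nM TRH EC20 addition for potentiator mode.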
mIDH1 inhibitor: blocks human mutant IDH1 R132H enzyme; O75874; IDH1-R132H enzyme, NADPH consumption, diaphorase/resazurin fluorescence; Potency, µM (doses to about 76.6 µM), without a hit: top-dose activity change, negative = inhibition, usual class: inhibitors; 390,000 compounds, 0.093% hits; also: potency is read from the fitted curve at half-maximal effect; % is scaled to controls: 0 for no effect and ±100 for the full control effect; nearly all actives have a fitted effect of over 65% in size
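IDH1-R132H (0.5 ug/mL dispensed) in pH 7.5 Tris buffer was preincubated 30 min with compound, then given a substrate mix of 0.016 mM NADPH and 2 mM alpha-KG for 80 min at room temperature; remaining NADPH was read by diaphorase/resazurin fluorescence.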
D2 antag: D2 dopamine receptor (human) antagonism; P14416; HEK293 TREx D2 cells, calcium flux, dopamine EC80; inhibition, % at 10 µM; 340,000 compounds, 2% hits; AID 485344; in the data active = inhibition above about 30%; also: 0% is about no effect
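Inhibition of EC80 dopamine-driven calcium flux, recorded kinetically, defines activity here; cells are a tetracycline-induced HEK293 T-REx line expressing force-coupled D2.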
rTrxR1 inhibitor: rat TrxR1 inhibition; Potency, µM (highest dose often 114 µM), without a hit: at the top dose activity change, negative = inhibition, most hits filed as inhibitors; recombinant rTrxR1, NADPH fluorescence consumption, selenite substrate; AID 588453; O89049; 390,000 compounds, 1% hits; also: potency is read from the fitted curve at half-maximal effect; % is scaled to controls: 0 for no effect and ±100 for the full control effect; nearly all actives have a fitted effect of over 65% in size
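Rat TrxR1 (90 nM in the dispensed reagent) was pre-reduced with 400 uM NADPH for 5 min at room temperature, then incubated with compound for 15 min. After 400 uM selenite was added, NADPH fluorescence (Ex 340/Em 450 nm) was followed for 8 min.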
TrxR1 substrate: rat thioredoxin reductase 1 substrate activity | O89049 | purified TrxR1 substrate turnover, NADPH consumption readout | Potency, µM (top dose mostly 114 µM), for the others: at the highest dose activity change, negative = substrate turnover | 390,000 compounds, 0.01% hits; also: potency is read from the fitted curve at half-maximal effect; % is scaled to controls: 0 for no effect and ±100 for the full control effect; nearly all actives have a fitted effect of over 50% in size
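Rat TrxR1, dispensed at 90 nM, was prereduced with 400 uM NADPH (final) for 5 min at ~22 deg C, then incubated with compound 15 min before 400 uM selenite. A first-read NADPH fluorescence drop versus no-compound background flagged substrates.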
USP1-UAF1 inh: inhibitors of human USP1/UAF1 deubiquitinase. Potency, µM (titrated, usually from 57.1 µM), inactives show at the top dose activity change, negative = inhibition, most hits filed as inhibitors. 390,000 compounds, 0.23% hits. recombinant USP1/UAF1, Ub-Rhodamine cleavage fluorescence. AID 743255; also: potency is read from the fitted curve at half-maximal effect; % is scaled to controls: 0 for no effect and ±100 for the full control effect; nearly all actives have a fitted effect of over 60% in size; inactives centre near -12
Target sequence (O94782 whole entry, looked up): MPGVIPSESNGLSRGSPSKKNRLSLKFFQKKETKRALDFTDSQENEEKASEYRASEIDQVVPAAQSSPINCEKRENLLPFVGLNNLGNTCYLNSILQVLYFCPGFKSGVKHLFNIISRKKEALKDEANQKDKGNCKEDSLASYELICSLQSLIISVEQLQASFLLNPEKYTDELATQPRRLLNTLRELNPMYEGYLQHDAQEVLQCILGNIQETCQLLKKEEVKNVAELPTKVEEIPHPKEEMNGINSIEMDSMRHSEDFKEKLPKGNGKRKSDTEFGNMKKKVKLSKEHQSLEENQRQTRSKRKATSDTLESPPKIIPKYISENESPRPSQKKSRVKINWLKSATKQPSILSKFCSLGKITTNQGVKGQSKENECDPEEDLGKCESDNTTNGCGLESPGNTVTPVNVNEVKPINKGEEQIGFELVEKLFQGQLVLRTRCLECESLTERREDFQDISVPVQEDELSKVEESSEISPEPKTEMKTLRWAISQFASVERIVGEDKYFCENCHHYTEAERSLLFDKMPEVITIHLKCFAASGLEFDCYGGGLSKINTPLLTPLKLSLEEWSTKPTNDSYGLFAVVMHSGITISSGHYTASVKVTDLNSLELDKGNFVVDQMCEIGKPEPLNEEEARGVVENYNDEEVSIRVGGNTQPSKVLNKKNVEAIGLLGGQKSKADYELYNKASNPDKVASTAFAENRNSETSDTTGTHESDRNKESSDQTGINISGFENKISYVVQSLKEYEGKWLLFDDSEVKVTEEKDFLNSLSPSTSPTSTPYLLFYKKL
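USP1/UAF1 complex at 1 nM was preincubated with compound for 15 min at room temperature, then Ub-Rho substrate (150nM final) was added. Fluorescence (480/540 nm) was read kinetically, 6 reads every 60 seconds.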
PI4K2A block: blocks human PI4K2A kinase activity; purified PI4K2A, ADP-Glo luminescence, 1 h; hits give low values; 420,000 compounds, 0.13% hits; Q9BTU6; activity change, negative = inhibition, % at 76.9 µM; in the data active = activity change below about -50%; inconclusive = mostly about -30% to -49%;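 also: -100% = wells without enzyme as full effect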
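In this quantitative HTS, ADP production by PI4K2A was quantified luminescently after 1 h at ambient temperature; 100 microM adenosine served as plate-quality control.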
Starred values were filed as active, the others as inactive; u = inconclusive; x = no result given; & = joins results of further samples; [ ] = dose if it differs, or a comment. Unless noted, calls follow the shape of the dose curve; as a rule, active = well fitted inhibition curve with a large enough effect; inconclusive = small, poorly fitted or top-dose-only effect; inactive = no such curve, though single readings can be large or run the other way. Not a hit list (roughly 3.9% active in at least one column).

SMILES | TRHR PAM | D2 ag | TRHR agonist | mIDH1 inhibitor | D2 antag | rTrxR1 inhibitor | TrxR1 substrate | USP1-UAF1 inh | PI4K2A block
O=C(O)CCCNC(=O)c1cncc(O)c1 | 2 | 0.8 | 1.9 | -6% | 7 | 4% | 21% | -10% | -2
COc1ccc(CCNC(=O)c2cc3c(=O)n(C)c4ccccc4c3s2)cc1OC | -11 | -0.8 | -0.1 | 4% | x | 0% | 1% | 7% | -5
CC(=O)C1=C(C)Nc2ncnn2C1c1cccc(OCc2ccccc2)c1 (stereo not given) | 25 | 0.3 | -0.3 | -4% | -8 | -2% | -4% | -14% | 0
COc1ccc(CN(C)C(=O)CCN(c2ccccc2)S(=O)(=O)c2ccc(C)cc2)c(OC)c1 | 2 | 2.2 | -0.7 | 3% | -3 | 12%[57.1 µM] | -8% | -21% | 0
CCCCc1nnc(NC(=O)c2ccc3[nH]c(=O)c(=O)[nH]c3c2)s1 | -1 | 0.4 | 0.9 | 6% | 1 | 20% | -1% | -3% | -2
COc1ccc(NC(=O)Cn2c(=O)n(-c3cccc(C(F)(F)F)c3)c(=O)c3sccc32)cc1 | -4 | -0.6 | 0.6 | -8% | x | 4% | -2% | -7% | 0
O=C(c1ccccc1)N1CCSc2sccc2C1=O | 1 | -1.7 | 0.2 | -8% | -6 | 13% | 0% | -9% | 3
O=C(COC(=O)c1ccc(Br)o1)NCc1ccc(Cl)cc1 | x | x | x | 1% | x | 20%[57.1 µM] | 9%[57.1 µM] | -12% | -6
COc1ccc(-c2nc(CN3CCCCC3CCc3ccccn3)c(C)o2)cc1 (stereo not given) | 6 | 0.2 | 0.3 | 3% | -3 | 6%[57.1 µM] | 3%[57.1 µM] | -22% | 2
Cc1c(NC(=O)C(C)c2ccc(CC(C)C)cc2)c(=O)n(-c2ccccc2)n1C (stereo not given) | -2 | 0.0 | -0.7 | 8% | 1 | 12% | 1% | -10% | 0
CC(=O)Nc1ccc(OCCCNC(=O)c2c(-c3ccccc3)noc2C)cc1 | -3 | 0.7 | 0.4 | 1% | 6 | 18%[57.1 µM] | 12%[57.1 µM] | -6% | 0
S=C1NC2(CCS1)Oc1ccccc1C1CC(c3ccccc3)=NN12 (stereo not given) | -9 | 0.1 | 0.2 | x | 0 | x | x | x | x
CCCN1CCN(C(=O)CN2C(=O)COc3ccc(S(=O)(=O)N(CC)CC)cc32)CC1 | -2 | 0.3 | 0.7 | 2% | 9 | -17% | -3% | -24% | -3
COC(=O)c1ccccc1NC(=O)c1ccc2nc(CCc3ccccc3)oc2c1 | 11 | 0.7 | -1.2 | -16% | x | 31%[activator][57.1 µM] | 18%[57.1 µM] | -13% | 2
Brc1ccccc1-c1csnn1 | 2 | 0.1 | 0.6 | 6% | -19 | 16% | -23%[57.1 µM] | -4% | 9
O=c1[nH]c(=S)[nH]c2[nH]c(=S)[nH]c12 | -5&1 | 0.4 | -0.1&0.2 | x | -5 | x | x | x | x
CC1CCCN(C(=O)CNC(=O)c2cccs2)C1 (stereo not given) | 2 | 0.9 | -0.1 | -3% | -13 | 17% | 5% | -22% | 2
CCOc1ccc2nc(N3CCC(C(=O)Nc4cc(C)ccc4C)CC3)sc2c1 | -3 | -0.6 | -0.1 | -6% | x | 16% | 2% | -16% | -1
COc1cc(OC)cc(C(=O)N[C@H](C(=O)OCC(=O)Nc2ccc(C(C)C)cc2)C(C)C)c1 | 19 | 0.2 | 0.5 | 7% | -6 | 23%[57.1 µM] | -21%[57.1 µM] | -15% | -3
O=C(NNC(=O)C1CCN(S(=O)(=O)c2ccc(Cl)cc2)CC1)c1ccc(Cl)cc1 | x | x | x | 18% | x | -2% | -6% | -1% | 4
O=C(CCC1CCCC1)N1CCN(S(=O)(=O)c2ccc(Br)cc2)CC1 | -8 | -1.1 | -0.8 | 7% | 4 | 21% | 6% | -8% | -1
COc1ccc(CCC(=O)NCCCNC(=O)CCc2ccc(OC)cc2)cc1 | -2 | 1.6 | -0.2 | 2% | 8 | -12% | -2% | -14% | 5
COc1cccc(C(=O)OC(C)CN2CCCC2)c1 (stereo not given) | 6 | x | 0.1 | 1% | x | 7% | 3% | -5% | -2
COC(=O)C1=C(C(=O)OC)[C@@H]2N(C)c3ccccc3[C@@]23C[C@@H](C(=O)OC)N(C(=O)c2cc(C)oc2C)C3=N1 | -4 | -0.1 | -0.5 | -1% | 5 | -5% | -6% | -15% | 0
NC(=O)[C@@H]1CCCNc2c(I)cc([N+](=O)[O-])cc2C(=O)N[C@@H](CO)C(=O)N[C@@H](Cc2ccc(O)cc2)C(=O)N1 | -1 | 0.9 | -0.1 | 3% | 8 | -5%[57.1 µM] | -6%[57.1 µM] | -14% | -12
CCOC(=O)C1CCN(C(=O)c2c(-c3c(F)cccc3Cl)noc2C)CC1 | 7 | 0.3 | -0.6 | 5% | -22 | 12% | 1% | -13% | 1
CC(CN1CCCCC1)OC(=O)c1ccc(Cl)cc1Cl (stereo not given) | 1 | -0.1 | -0.1 | 9% | 28 | 1% | -7% | -9% | 7
CCn1c(-c2nn(-c3ccccc3)ccc2=O)n[nH]c1=S | -4 | 1.5 | 1.0 | 5% | 2 | -4% | 3% | -19% | -2
O=C1C2C3c4ccccc4C(c4ccccc43)C2C(=O)N1c1nc(-c2ccccc2)cs1 (stereo not given) | -3 | 0.8 | 1.1 | 0% | -5 | 34%[57.1 µM] | 15%[57.1 µM] | -8% | -2
Cc1nn(C)cc1CNC(=O)c1cccc(Br)c1 | 3 | 0.3 | 0.4 | -5% | 11 | -11%[57.1 µM] | 3%[57.1 µM] | 1% | -3
CC(=O)N/C(=C\c1ccccc1)C(=O)NCC(=O)O | -5 | 0.2 | -0.8 | 1% | 13 | -10% | -4% | 5% | -2
Cc1ccc(OCC(=O)N/N=C/c2cccc3cccnc23)cc1 | 1 | 0.2 | 0.0 | -10% | -6 | 23% | -6% | -11% | -6
CCC(=O)N=c1n(C)c2ccccc2n1CCOc1ccccc1 | -8 | 2.6 | 0.2 | 5% | -7 | -5%[11.4 µM] | -7%[11.4 µM] | -11% | 1
COc1ccccc1CNC(=O)C1CC2Cn3c(nc4cc5ccccc5cc43)C2N1C (stereo not given) | -3 | 0.2 | -0.2 | -4% | 7 | 14%[57.1 µM] | 14%[57.1 µM] | -15% | 0
COC(=O)[C@H](C)NC(=O)NC(C)CCc1ccccc1 (stereo not given in full) | 2 | 3.9 | -0.4 | 6% | -6 | 23% | 2% | -10% | 0
C=CCN1C=C(C(C)=O)C(=O)CC1 | x | x | x | -4%[38.3 µM] | x | -23% | -14% | -29% | -2

Record cards, as listed above. Screens in order: TRHR PAM	D2 ag	TRHR agonist	mIDH1 inhibitor	D2 antag	rTrxR1 inhibitor	TrxR1 substrate	USP1-UAF1 inh	PI4K2A block
Entry for COc1ccccc1CNC(=O)C1CC2Cn3c(nc4cc5ccccc5cc43)C2N1C (stereo not given) → -3	0.2	-0.2	-4%	7	14%[57.1 µM]	14%[57.1 µM]	-15%	0
Entry for O=C1C2C3c4ccccc4C(c4ccccc43)C2C(=O)N1c1nc(-c2ccccc2)cs1 (stereo not given) → -3	0.8	1.1	0%	-5	34%[57.1 µM]	15%[57.1 µM]	-8%	-2

Following part.
SMILES | TRHR PAM | D2 ag | TRHR agonist | mIDH1 inhibitor | D2 antag | rTrxR1 inhibitor | TrxR1 substrate | USP1-UAF1 inh | PI4K2A block
CC(=O)c1c(C)[nH]c(C(=O)N2CCN(S(=O)(=O)c3ccc(F)c(F)c3)CC2)c1C | -1 | 0.2 | 0.2 | 0% | 16 | 3% | -8% | -11% | -6
CC(=O)NC(C)C(=O)OCC(=O)Nc1ccc(Br)cc1 (stereo not given) | 26 | 0.3 | 0.2 | -2% | -2 | 12% | 7% | -9% | -1
Cc1onc(NC(=O)NC(=O)c2c(Cl)cccc2Cl)c1Br | -1 | 0.2 | -0.3 | 4% | -4 | 23% | 0% | -8% | 4
CCOC(=O)N1CCN(C(=O)COc2cc(C)c(Cl)c(C)c2)CC1 | 0 | -0.5 | -1.3 | 4% | -3 | 46%[activator][57.1 µM] | 3%[57.1 µM] | -12% | -2
COc1ccc(NC(=S)NN(C)C(=S)Nc2ccc(OC)cc2)cc1 | -7 | -2.1 | -0.4 | 1% | -4 | -22% | -9% | -15% | -1
COc1cccc(CN(C)C(=O)CCN=C2NS(=O)(=O)c3ccccc32)c1OC | 5 | 3.2 | 0.2 | -7% | 23 | 10% | 2% | -18% | 3
CCOc1ccccc1NC(=O)Cn1nnc(C(=O)NCc2ccc(F)cc2)c1N | 20 | 0.5 | 0.8 | -3% | x | 8% | -4% | u | -3
O=C(Nc1ccncc1Cl)c1ccncc1 | -4 | -0.1 | 0.8 | -5% | 12 | 26% | 0% | -19% | 3
O=C(NC1CCCC1)C(=O)N(c1ccccc1F)C(C(=O)NCC1CCCO1)c1cccs1 (stereo not given) | 7 | -0.1 | 0.8 | 11% | 2 | 20% | 2% | -15% | 1
COc1ccc(C(=O)Nc2cc3c(cc2C(=O)c2ccccc2Cl)OCCO3)cc1 | -3 | 0.0 | -0.2 | 8% | x | 2% | 5%[11.4 µM] | -21% | 5
COc1ccc(-c2sc3ccc(OC)cc3c2C#Cc2cncn2C)cc1 | x | x | x | 8% | x | 6%[57.1 µM] | 4%[57.1 µM] | -21% | 1

An excerpt from the list above, as a working copy:
SMILES | TRHR PAM | D2 ag | TRHR agonist | mIDH1 inhibitor | D2 antag | rTrxR1 inhibitor | TrxR1 substrate | USP1-UAF1 inh | PI4K2A block
CC(=O)c1c(C)[nH]c(C(=O)N2CCN(S(=O)(=O)c3ccc(F)c(F)c3)CC2)c1C | -1 | 0.2 | 0.2 | 0% | 16 | 3% | -8% | -11% | -6
CC(=O)NC(C)C(=O)OCC(=O)Nc1ccc(Br)cc1 (stereo not given) | 26 | 0.3 | 0.2 | -2% | -2 | 12% | 7% | -9% | -1
Cc1onc(NC(=O)NC(=O)c2c(Cl)cccc2Cl)c1Br | -1 | 0.2 | -0.3 | 4% | -4 | 23% | 0% | -8% | 4
CCOC(=O)N1CCN(C(=O)COc2cc(C)c(Cl)c(C)c2)CC1 | 0 | -0.5 | -1.3 | 4% | -3 | 46%[activator][57.1 µM] | 3%[57.1 µM] | -12% | -2
